Screening data from PubChem BioAssay.
IL-1B inflam inh: qHTS for Inhibitors of Inflammasome Signaling: IL-1-beta AlphaLISA Primary Screen; THP-1 LPS/ATP IL-1B secretion, AlphaLISA, 16 h; stronger effect = lower value; activity change, % at 57.5 µM; 360,000 tested, 4.7% active; AID 743279, 2014; in the data active means activity change below about -50%; inconclusive means mostly about -30% to -49%; further: on the % scale 0 is the no-effect control and ±100 the full control effect
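Secreted IL-1B measured by AlphaLISA bead assay after 16 h compound exposure of THP-1 cells; compounds (final up to 57.5 uM) added 1 h before LPS (250 ng/mL) and ATP (1.25 mM) stimulation; lower signal means less secretion.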
HT1080 IDH1KD tx: qHTS for induction of synthetic lethality in tumor cells producing 2HG: qHTS for the HT-1080-IDH1KD cell line; HT-1080 IDH1 knockdown viability, ATP luminescence, 48 h; Potency, µM (series often up to 46.1 µM), inactives show at the top dose activity, negative = toxicity, hits mostly cytotoxic; 360,000 tested, 2% active;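 further: potency means the concentration at half of the fitted maximal effect; 0% = DMSO wells and -100% = cell-free medium wells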
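HT-1080-IDH1KD cells (IDH1 knocked down), 750/well in RPMI with 5% FBS, treated with compound 48 h at 37 degrees C. Viability by CellTiter-Glo luminescence, normalised to DMSO and no-cell wells; concentration-response curves classed.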
MCF10A rereplic: A quantitative high throughput screen for small molecules that induce DNA re-replication in MCF 10a normal breast cells; MCF 10A DNA re-replication, Hoechst nuclear intensity, 48 h; Potency, µM (doses to about 46.1 µM), for the others: top-dose activity, positive = re-replication, usual class: activators; 350,000 tested, 2.9% active; AID 624296, 2012; further: potency means the concentration at half of the fitted maximal effect; % of control where 0% means no effect; nearly all actives have a fitted effect of over 50% in size
ATXN viability: Viability Counterscreen for Primary qHTS for Inhibitors of ATXN expression; S2 cells (HEK-293 line with an ATXN2-luciferase reporter) viability, CellTiter-Fluor protease fluorescence, 24 h; Potency, µM (highest dose often 56.7 µM), hits mostly cytotoxic; 400,000 tested, 0.49% active; AID 651635, 2014; further: potency means the concentration at half of the fitted maximal effect; nearly all actives have a fitted effect of over 40% in size
KB-3-1 tox: qHTS assay for MDR1-selective chemotherapeutics: Primary screen using the parental adenocarcinoma cell KB-3-1. KB-3-1 viability, CellTiter-Glo ATP luminescence, 72 h. Potency, µM (top dose mostly 46.1 µM), for inactives: top-dose activity change, negative = cytotoxic, most hits filed as cytotoxic. 400,000 tested, 1.4% active; further: potency means the concentration at half of the fitted maximal effect; on the % scale 0 is the no-effect control and ±100 the full control effect; nearly all actives have a fitted effect of over 60% in size
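KB-3-1 parental drug-naive adenocarcinoma cells in DMEM/10% FBS, incubated 72 h at 37 C with pin-transferred compounds across a concentration series. Viability by CellTiter-Glo luminescence; concentration-response curves fitted after normalization.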
KB-V1 cytotox: qHTS assay for MDR1-selective chemotherapeutics: Primary screen using the drug-selected MDR subline cells KB-V1. 400,000 tested, 3.4% active. KB-V1 MDR cells viability, CellTiter-Glo, 72 h. Potency, µM (doses to about 46.1 µM), for inactives: top-dose activity change, negative = cytotoxicity, hits mostly cytotoxic; further: potency means the concentration at half of the fitted maximal effect; on the % scale 0 is the no-effect control and ±100 the full control effect; nearly all actives have a fitted effect of over 60% in size
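Drug-selected KB-V1 cells, grown in DMEM lacking phenol red with 10% FBS, receive compound titrations; after three days at 37 degrees C, surviving cell ATP is quantified by CellTiter-Glo luminescence and responses normalized and curve-fitted.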
HT1080-NT tox: qHTS for induction of synthetic lethality in tumor cells producing 2HG: qHTS for the HT-1080-NT fibrosarcoma cell line | HT-1080-NT fibrosarcoma viability, CellTiter-Glo ATP luminescence, 48 h | Potency, µM (doses to about 46.1 µM), inactives show top-dose activity, negative = less viability, most hits filed as cytotoxic | 360,000 tested, 1.6% active | AID 686970, 2013;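 further: NT is the 2HG producing partner of a matched IDH1 knockdown line; potency means the concentration at half of the fitted maximal effect; 0% = DMSO-treated cells and -100% = media-only wells without cells; nearly all actives have a fitted effect of over 55% in size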
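Read-out is CellTiter-Glo luminescence after 10 minutes at room temperature, following 48 hours' compound treatment of HT-1080-NT cells (750 cells/well, RPMI, 5% FBS, 37 degrees C).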
ATXN2 expr inh: Primary qHTS for Inhibitors of ATXN expression. HEK-293 ATXN2-luciferase reporter, luminescence, 24 h. Potency, µM (series often up to 57 µM), without a hit: top-dose activity change, negative = inhibition, hits mostly inhibitors. 360,000 tested, 0.72% active; further: potency means the concentration at half of the fitted maximal effect; on the % scale 0 is the no-effect control and ±100 the full control effect; nearly all actives have a fitted effect of over 55% in size
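qHTS (up to 57 uM final) was run with 24 h compound exposure of reporter cells at 37 °C. Each well was multiplexed: SteadyGlo luminescence measured ATXN2-luciferase expression after a fluorogenic Gly-Phe-AFC viability readout (25 uM final).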
SW480 rereplic: A quantitative high throughput screen for small molecules that induce DNA re-replication in SW480 colon adenocarcinoma cells; SW480 DNA re-replication, Hoechst DNA content imaging, 48 h; Potency, µM (doses to about 46.1 µM), inactives show at the highest dose re-replication activation, actives largely listed as activators; 340,000 tested, 1.8% active; further: potency means the concentration at half of the fitted maximal effect; % of control where 0% means no effect; nearly all actives have a fitted effect of over 55% in size
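Quantitative HTS format with DMSO vehicle controls; 48 hr drug incubation at 37 C, then 40 min Hoechst staining and scanning imager measurement at 405 nm excitation.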
Numbers without * were called inactive; i = inactive; ? = inconclusive; nt = not tested or not shown; & = joins results of further samples; [ ] = dose if it differs, or a comment. Unless noted, the call rests on the fitted dose curve; in most records, active means well fitted curve in the direction sought with a large enough effect; inconclusive means small, poorly fitted or top-dose-only effect, or another doubt; inactive means no such curve, though single readings can be large; an effect the other way counts as inactive or inconclusive. Compounds were not picked by outcome; any-hit rate near 11%.

SMILES | IL-1B inflam inh | HT1080 IDH1KD tx | MCF10A rereplic | ATXN viability | KB-3-1 tox | KB-V1 cytotox | HT1080-NT tox | ATXN2 expr inh | SW480 rereplic
Cc1cc(C(=O)NCc2ccc(F)cc2)c2ccccc2n1 | 29.8 | -10.8% | 1.0% | i | -1.9% | -9.6% | 2.4% | 3.2% | -0.3%
c1ccc2c(c1)CCN(c1nc3cc4c(cc3s1)OCCO4)C2 | -57.9* | ? | 14.6µM* | i | ? | ? | ? | -72.7% | 4.2%
CC1CC=CCC1(CO)CO (stereo not given) | 8.4 | -2.3% | 0.1% | i | 0.0% | -3.8% | 0.7% | 2.5% | -3.7%
COc1ccccc1-c1cc(NC(C)=O)c2ncc(-c3ccc(F)cc3)n2c1 | -21.1 | -16.8% | nt | ? | 0.0% | ? | -10.0% | ? | nt
O=C(Cc1ccc(F)cc1)Nc1ccc(S(=O)(=O)N2CCCC2)cc1 | ? | -0.9% | -4.3% | i | -4.3% | 2.2% | -9.4% | 2.8% | 34.3%
COc1ccc(CCNC(=O)CCc2ccsc2)cc1OC | 8.9 | 17.3% | -2.0% | i | 4.5% | -1.0% | 8.3% | -3.2% | -4.1%
CCCCCC(=O)Nc1cccc2ccccc12 | 17.0 | 5.5% | -9.0% | i | ? | ? | 3.9% | 2.9% | -11.6%
COC(=O)c1cc(NC(=O)CC2SC(=Nc3ccccc3)N(CCc3c[nH]c4ccccc34)C2=O)cc(C(=O)OC)c1 (stereo not given) | -14.1 | ? | 9.8% | ? | ? | -3.1% | ? | -32.0% | -5.4%
Cc1ccc(NC(=S)N=Nc2c(O)[nH]c3ccccc23)cc1 | 0.0 | ? | ? | ? | ? | ? | ? | ? | ?
O=C(O)Cc1sc(Nc2cccc3ccccc23)nc1-c1ccc(F)cc1 | 51.9 | -28.1% | 14.5% | i | 25.3% | -0.9% | ? | -1.2% | -0.7%
O=C(Cn1c(-c2cccs2)cc2cc(Cl)ccc21)NCc1ccccc1 | nt | nt | nt | i | -1.8% | -14.8% | nt | -10.6% | nt
O=C(NCC1CCCO1)c1cc(Br)c(Br)s1 (stereo not given) | -10.3 | -3.0% | 5.2% | i | 0.0% | 0.0% | -7.9% | -29.5% | 0.0%
O=S(=O)(Nc1ccc(F)cc1F)c1ccc(-n2cccn2)cc1 | nt | nt | nt | i | -13.1% | -0.2% | nt | -5.5% | nt
O=C(Oc1cccc(NC(=O)c2ccco2)c1)c1cccc(S(=O)(=O)N2CCCCC2)c1 | 36.9 | -7.6% | -0.9% | i | -6.9% | 7.0% | 2.1% | 5.3% | -2.7%
Cn1nnnc1SCC1=C(C(=O)O)N2C(=O)C(NC(=O)C3CC3c3ccccc3)C2SC1 (stereo not given) | -15.0 | -10.3% | 4.1% | i | 0.9% | 25.4% | -0.9% | nt | 2.4%
Nc1ccc(O)c2c(=O)cc(-c3ccccc3Cl)oc12 | -1.5 | 3.3% | 28.4% | i | -5.5% | -7.5% | -4.9% | 55.8%[activator] | -13.7%
CN(CC(=O)Nc1ccc(N2CCOCC2)cc1)CC(=O)Nc1ccc([N+](=O)[O-])cc1Br | 15.6 | 11.0% | -9.0% | i | -0.2% | 0.0% | 5.7% | 5.9% | -6.7%
COc1ccc(Oc2ncnc3sccc23)cc1 | -23.7 | -3.5% | 9.4% | i | -6.1% | ? | 0.4% | 26.1% | 0.2%
Cc1ccc(S(=O)(=O)N(C)C)cc1NC(=O)Nc1ccccc1 | 12.8 | 14.9% | -2.6% | i | 11.0% | 11.2% | 17.0% | 1.8% | -5.1%
COc1cc(C)ccc1OCCOCCOc1c(C)cc(C)cc1Br | 9.5 | -7.4% | ? | i | -5.3% | 1.6% | -2.2% | -17.1% | -0.5%
CCOC(=O)c1c(-c2cccs2)csc1NC(=O)c1ccco1 | 0.6 | 16.6% | 3.9% | i | 11.3% | -8.4% | 17.3% | 13.4% | -10.9%
Cc1ccc(CNC(=O)C2CCC(=O)N(C3CCCC3)C2)c(F)c1F (stereo not given) | 0.0 | 8.2% | 2.7% | i | -8.9% | 24.2% | 3.7% | 3.7% | ?
CCOc1ccc(NC(=O)N2CCC(C(N)=O)(N3CCCCC3)CC2)cc1 | -1.0 | -0.1% | -184.4%[0.0737 µM] | i | -4.3%&-4.6% | 20.0%&11.6% | 10.1% | 6.4%&3.1% | -18.2%
CCCC1=Nc2cc(C(=O)NCCCOC(C)C)ccc2Sc2ccccc21 | 41.2 | 18.4µM* | 2.59µM* | i | 4.61µM* | 7.31µM* | 11.6µM* | -15.5% | 5.8µM*
COc1ccccc1N1CCN(C(=O)CN(C2CCCCC2)S(C)(=O)=O)CC1 | 2.2 | 7.4% | 0.5% | i | 9.4% | -27.2% | 0.3% | -17.2% | -8.2%
COc1cc(C(O)c2nc(-c3cccc(C(F)(F)F)c3)cs2)ccc1F (stereo not given) | ? | ? | nt | i | 0.0% | 2.5% | ? | -27.2% | nt
COc1cccc(-n2c(=O)c3sc4ccccc4c3n(CC(=O)Nc3cccc(Cl)c3)c2=O)c1 | nt | nt | nt | ? | 2.2% | 0.0% | nt | 2.7% | nt
Cc1ccc(S(=O)(=O)N2CCN(CN3C(=O)CC4(CCCC4)C3=O)CC2)cc1 | -4.6 | -0.7% | 7.8% | i | -4.1% | -1.7% | -0.1% | 11.9% | -17.4%
Cc1ccc(CNC(=O)c2nc(-c3ccc(Cl)cc3)n3c2CCCCC3)cc1 | nt | nt | nt | ? | 5.9% | -18.7% | nt | ? | nt
COc1ccc(OC)c(C2NC(=O)c3sc(=S)n(-c4ccccc4)c3N2)c1 (stereo not given) | 12.3 | -5.2% | 16.2% | i | 3.2% | ? | -19.5% | 0.8% | -2.8%
CCS(=O)(=O)N1Cc2ccccc2CC1C(=O)NCc1cccc(OC)c1 (stereo not given) | -7.7 | 2.5% | 2.7% | i | -0.1% | ? | 3.1% | 7.6% | -1.6%
N#Cc1ccc(Sc2ccccn2)c([N+](=O)[O-])c1 | -1.0 | 7.6% | -0.2% | i | -7.1% | 0.1% | 2.7% | -9.7% | -10.8%
Cc1nn(-c2ccccc2)c(C)c1/C=N/O | 12.1 | 0.3% | 6.5% | i | 1.5% | 7.4% | -1.4% | 19.9% | 3.6%
COc1cc(OC)cc(C(=O)NC2CCCN(Cc3ccc(Cl)cc3)C2)c1 (stereo not given) | 3.0 | -14.9% | 3.1% | ? | ? | ? | -15.0% | nt | 8.9%
Cc1c(NC(=O)C2Cc3ccccc3CN2C(=O)c2ccco2)c(=O)n(-c2ccccc2)n1C (stereo not given) | -7.0 | 19.6% | -28.5% | i | -0.3% | 9.2% | 9.9% | -15.1% | -46.8%[inhibitor]
CCN(CCNC(=O)c1ccc2nc(-c3ccccc3NC(C)=O)c(=O)[nH]c2c1)c1ccccc1 | -1.7 | -1.2% | 5.3% | i | 12.3% | ? | -10.9% | -17.1% | -13.8%
Cc1cc(C)nc(SCC(=O)Nc2ccc(S(=O)(=O)N3CCCCC3)cc2)n1 | -3.6 | -4.1% | 326.3%[0.0737 µM] | i | -0.1% | ? | 0.5% | -1.2% | ?
NS(=O)(=O)c1ccc(NC(=S)Nc2ccn(Cc3cccc4ccccc34)n2)cc1 | 0.0 | ? | -3.0% | i | ? | ? | ? | -38.5% | ?
O=C(NCCC1=CCCCC1)C1CCCN(S(=O)(=O)c2cccc3cccnc23)C1 (stereo not given) | -3.5 | -19.6% | 0.9% | ? | ? | ? | -14.2% | ? | 17.6%
CCc1ccc(-c2ccc(C(=O)O)cc2)nc1 | -7.4 | 1.0% | 1.6% | i | -1.7% | 5.7% | 11.4% | -11.3% | -1.0%

Some of these compounds in order of the IL-1B inflam inh value, low to high:
Structure	IL-1B inflam inh
CCc1ccc(-c2ccc(C(=O)O)cc2)nc1	-7.4
Cc1c(NC(=O)C2Cc3ccccc3CN2C(=O)c2ccco2)c(=O)n(-c2ccccc2)n1C (stereo not given)	-7.0
NS(=O)(=O)c1ccc(NC(=S)Nc2ccn(Cc3cccc4ccccc34)n2)cc1	0.0
COc1cc(OC)cc(C(=O)NC2CCCN(Cc3ccc(Cl)cc3)C2)c1 (stereo not given)	3.0

(next part)
SMILES | IL-1B inflam inh | HT1080 IDH1KD tx | MCF10A rereplic | ATXN viability | KB-3-1 tox | KB-V1 cytotox | HT1080-NT tox | ATXN2 expr inh | SW480 rereplic
COC(=O)CCCCNC(=O)Nc1ccccc1 | 14.6 | 12.1% | 13.9% | i | 26.3% | 3.4% | -3.0% | 4.7% | 0.4%
Cc1onc(-c2ccccc2)c1C(=O)OCC(=O)N1CCN(c2ccccc2)CC1 | -22.3 | 3.2% | -23.5% | i | ? | 4.9% | 4.0% | 5.6% | 5.5%
Cc1cn([C@@H](CCCCNC(=O)OC(C)(C)C)C(=O)NCCCCCCCCCCC(=O)N2CCN(C(=O)OC(C)(C)C)CC2)nn1 | -7.3 | ? | ? | 15.8µM* | ? | -8.4% | 20.6µM* | ? | 3.4%
NC(Cc1ccc(C(F)(F)F)cc1)c1csc(Nc2ccccn2)n1 (stereo not given) | -77.4* | ? | nt | ? | 0.0% | -17.6% | 20.6µM* | -26.2% | nt
